GAA inh: qHTS Assay for Inhibitors of Human alpha-Glucosidase as a Potential Chaperone Treatment of Pompe Disease; Lysosomal alpha-glucosidase (Homo sapiens), P10253; purified human GAA, 4-MU-alpha-glucoside fluorescence; Potency, µM (top dose mostly 76.9 µM), for inactives: at the highest dose activity change, negative = inhibition, hits mostly inhibitors; 0.005% of 200,000 active; AID 1466, 2008;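 note: potency is the fitted concentration of half-maximal effect; plate controls were uninhibited enzyme wells for no effect and no-enzyme background for full effect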
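Fluorogenic assay: 4 nM human alpha-glucosidase with 400 uM 4-methylumbelliferyl-alpha-D-pyranoside in 50 mM citrate/phosphate, 0.005% Tween-20, pH 5.0, 20 min at room temperature. Compounds tested up to 77 uM; AC50 from Hill fits.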
HTT ATP protect: qHTS Multiplex Assay to Identify Dual Action Probes in a Cell Model of Huntington: Cytoprotection (ATP) | Potency, µM (titrated, usually from 56.4 µM), inactives show cytoprotection (ATP increase), most hits filed as activators | PC12 HTT-Q103 induced, cytoprotection, ATP luminescence, 40 h | AID 1471, 2008 | 0.14% of 230,000 active;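 note: potency is the fitted concentration of half-maximal effect; % of control where 0% means no effect; nearly all actives have a fitted effect of over 45% in size; toxic huntingtin expression switched on by the ecdysone agonist tebufenozide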
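Quantitative HTS on tebufenozide-induced (100 nM) PC12 cells expressing HTTQ103 exon 1–GFP; compounds tested as a concentration series; survival measured via cellular ATP.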
HttQ103 aggreg: qHTS Multiplex Assay to Identify Dual Action Probes in a Cell Model of Huntington: Aggregate Formation (GFP). 1.1% of 220,000 active. AID 1688, 2009. Potency, µM (top dose mostly 46.1 µM), without a hit: at the top dose activity change, negative = inhibition, actives largely listed as inhibitors. PC12 HttQ103-GFP aggregates, Acumen cytometry, 40 h; note: potency is the fitted concentration of half-maximal effect; % is set by controls: 0 for no effect and ±100 for the full control effect; nearly all actives have a fitted effect of over 60% in size
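PC12/HTTQ103-GFP, ecdysone-inducible; teb 100 nM; cpd qHTS titration; GFP aggregates read on laser cytometer, Ex 488/Em 500-530 nm.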
LMNA splice mod: qHTS Assay for Modulators of Lamin A Splicing; AID 1487, 2009; 0.01% of 200,000 active; HeLa LMNA splicing GFP/RFP minigene ratio, 48 h; Potency, µM (series often up to 46.1 µM), inactives show at the highest dose ratio change, negative = inhibition, most hits filed as inhibitors; active = well fitted inhibition curve with a large enough effect in the signal ratio, with a control signal flat, not every such curve was filed as active; inconclusive = small, poorly fitted or top-dose-only effect, or effect the other way, or a change in a side signal; the % refers to the signal ratio; note: potency is the fitted concentration of half-maximal effect; % is set by controls: 0 for no effect and ±100 for the full control effect
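Read-out is the ratio of GFP to DsRed2 object intensity, acquired by 488 nm laser-scanning cytometry on HeLa lamin A-EGFP minigene reporter cells. Compound incubation 48 hrs at 37 °C in Opti-MEM with 2% FBS; DMSO 0.5% final.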
CBFb-RUNX1 inh: qHTS Assay for Compounds Blocking the Interaction Between CBF-beta and RUNX1 for the Treatment of Acute Myeloid Leukemia; Runt-related transcription factor 1 (Homo sapiens) + Core-binding factor subunit beta …; AlphaScreen CBFb-His/RUNX1-biotin binding, biochemical; Potency, µM (doses to about 59.8 µM), for inactives: at the highest dose activity, negative = inhibition, most hits filed as inhibitors; 230,000 tested, under 10 active; note: % of control where 0% means no effect
Target sequence (Q01196 whole entry, looked up): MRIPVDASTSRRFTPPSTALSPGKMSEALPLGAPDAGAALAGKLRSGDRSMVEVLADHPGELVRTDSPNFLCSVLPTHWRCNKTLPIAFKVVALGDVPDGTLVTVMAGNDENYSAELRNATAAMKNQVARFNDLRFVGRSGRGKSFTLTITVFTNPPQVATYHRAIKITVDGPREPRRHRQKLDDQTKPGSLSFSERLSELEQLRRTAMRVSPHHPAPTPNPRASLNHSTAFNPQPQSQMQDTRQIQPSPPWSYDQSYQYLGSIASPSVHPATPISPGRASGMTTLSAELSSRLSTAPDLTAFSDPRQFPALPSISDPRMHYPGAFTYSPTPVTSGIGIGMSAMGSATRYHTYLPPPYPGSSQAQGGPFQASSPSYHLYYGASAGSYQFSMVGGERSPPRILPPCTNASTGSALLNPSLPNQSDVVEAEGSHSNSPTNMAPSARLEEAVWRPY
Target sequence (Q13951 whole entry, looked up): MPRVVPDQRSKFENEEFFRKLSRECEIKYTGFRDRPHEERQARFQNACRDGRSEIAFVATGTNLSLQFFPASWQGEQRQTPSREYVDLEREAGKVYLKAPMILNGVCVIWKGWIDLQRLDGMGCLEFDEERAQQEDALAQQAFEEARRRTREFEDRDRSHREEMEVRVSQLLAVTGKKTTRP
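CBFb-His/RUNX1-biotin, 30 nM each, preincubated 20 min RT; compound 15 min RT; Ni + streptavidin beads 50 ng each, 90 min RT; AlphaScreen read.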
GAA glycogen mod: qHTS Assay for Inhibitors and Activators of Human alpha-Glucosidase Cleavage of Glycogen; Lysosomal alpha-glucosidase (Homo sapiens), P10253; Potency, µM (titrated, usually from 76.4 µM), without a hit: at the top dose activity change, negative = inhibition, most hits filed as inhibitors; recombinant GAA, glycogen substrate, Amplex Red glucose oxidase fluorescence; 0.38% of 300,000 active;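 note: potency is the fitted concentration of half-maximal effect; 0% = full enzyme reaction and -100% = no-enzyme basal signal; the screen sought inhibitors and activators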
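Recombinant enzyme (4 nM final) with compounds titrated up to 77 uM and bovine liver glycogen (30 ug) in citrate pH 5.0, 0.01% Tween-20, 37 C 40 min. Released glucose detected by Amplex Red/glucose oxidase (Ex 573/Em 610); AC50 from Hill fits.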
aGlu spleen mod: qHTS Assay for Inhibitors and Activators of Human alpha-Glucosidase From Spleen Homogenate; Lysosomal alpha-glucosidase (Homo sapiens), P10253; human spleen homogenate, 4-MU-alpha-glucoside fluorescence; Potency, µM (titrated, usually from 79.9 µM), without a hit: at the highest dose activity change, negative = inhibition, hits mostly inhibitors; 0.006% of 240,000 active; AID 2112, 2009;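 note: potency is the fitted concentration of half-maximal effect; 0% = enzyme with vehicle and -100% = no enzyme basal signal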
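AC50 values come from Hill-equation fits of concentration-response data, normalized to no-enzyme and full-activity controls. Enzyme source: 1 ug human spleen homogenate; 1 mM fluorogenic 4-MU glucoside, pH 5.0 citrate buffer, 37 C, 40 min.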
Numbers without * were called inactive; ? = inconclusive; nt = no result given; [ ] = another dose, or the depositor's remark. Unless noted, calls come from the whole dose curve; as a rule, active = well fitted curve in the direction sought with a large enough effect; inconclusive = small, poorly fitted or top-dose-only effect, or another doubt; inactive = no such curve, though single readings can be large; an effect the other way counts as inactive or inconclusive.

SMILES	GAA inh	HTT ATP protect	HttQ103 aggreg	LMNA splice mod	CBFb-RUNX1 inh	GAA glycogen mod	aGlu spleen mod
Cc1ccc(-c2nnc(SCC(=O)N3c4ccccc4NC(=O)C3(C)C)n2N)cc1	3%	1%	-3%	8%	14%	7%	-16%
Cc1ccc(C(=O)NCCCC(=O)O)o1	-1%	8%[10 µM]	-4%	-1%	8%	5%	3%
C=C1CC[C@H](O)C/C1=C/C=C1\CCC[C@]2(C)[C@H]1CC[C@H]2[C@@H](C)/C=C\[C@@H](C)C(C)C	nt	-33%[inhibitor][17.1 µM]	nt	?	4%[21.7 µM]	nt	-5%[29.1 µM]
COc1ccc(C(=O)O)cc1S(=O)(=O)NCCCN1CCCC1=O	2%	-14%	15%	-5%	1%	5%	2%
Cc1ccc(NC(=O)/C(=C/c2ccncc2)NC(=O)c2ccccc2)cc1	6%	-2%[10 µM]	1%	-13%	-5%	6%	-10%
C=CCSC1=C(C#N)C(c2ccccc2Cl)CC(=O)N1 (centres undefined)	-2%	-1%	-14%	6%	-3%	-5%	-10%
COC(=O)c1ccc(C)c(NC(=O)c2ccc(Cl)c([N+](=O)[O-])c2)c1	4%	12%[10 µM]	-5%	?	-15%	4%	2%
N=c1nc(N)nc2n1NC(c1ccc(F)cc1)=CS2	-3%	-3%[10 µM]	-9%	-19%	1%	-2%	0%
CCOC(=O)Cc1nnc(NC(=O)COc2ccc(OC)cc2)s1	-5%	14%	6%	5%	-6%	7%	1%
CCOCCCNc1ccc(-c2ccccc2)nn1	6%	-74%[inhibitor][10 µM]	-6%	-2%	-1%	2%	2%
O=C(/C=C/N1CCOCC1)c1ccc(-c2ccccc2)cc1	-5%	4%	22%	18%	-3%	4%	-1%
CCOc1ccc(N(CC(=O)NCc2ccc(OC)cc2)S(=O)(=O)c2c(C)noc2C)cc1	-10%	0%	16%	3%[0.0737 µM]	2%	11%	-6%
CCCNc1nc2c(c(=O)[nH]c(=O)n2C)n1CCC(C)C	-1%[15.4 µM]	-8%[10 µM]	22%	-8%	-1%	0%	-6%
CCOc1ccc(NC(=O)N(CC(C)C)CC(C)C)cc1	-1%	-26%	-6%	-16%	4%	3%	2%
O=C(CCc1ccccc1)Nc1ccc(F)cc1F	-9%	5%	-5%	1%	4%	4%	4%
CC1(C)C2C/C(=N\O)C(C)(/[N+]([O-])=C/c3cccc([N+](=O)[O-])c3)CC21 (centres undefined)	?	?	12%[9.22 µM]	?	-4%	-9%	1%
COCCNC(=O)c1ccc(C)cc1C	11%	-35%	4%	13%[46 µM]	2%	-9%	4%
Cc1cc(C)c(O)c(C2(O)C(=O)c3ccccc3C2=O)c1	0%	20%[10 µM]	15%[9.22 µM]	nt	7%	-3%	0%
O=C(Nc1ccc(-c2nnc3n2CCCCC3)cc1)c1ccco1	5%	-3%[10 µM]	-5%	10%	-3%	-6%	-4%
O=C(NCc1ccccn1)c1ccccc1-c1ccccc1	-2%	-10%[10 µM]	?	?	4%	0%	11%
Cc1ccc(CCNC(=O)c2cc(C)nn2-c2ccccc2)cc1	nt	-8%[10 µM]	-16%[9.22 µM]	nt	16%	6%	6%
CN(C)c1nc(Oc2ccc(=O)n(-c3ccccc3)n2)nc(N2CCOCC2)n1	?	1%	-13%	1%	3%	9%	-6%
CCC(C)NC(=O)CCC(=O)Nc1ccc2nc(N3CCOCC3)cc(C)c2c1 (centres undefined)	?	-38%	-5%	11%	-2%	1%	27%
Cc1cc(C2=NNC(=NC3CC3)SC2)c(C)n1-c1c(C)n(C)n(-c2ccccc2)c1=O	-4%	nt	?	-4%	8%	3%	-2%
COc1ccc(N(CC(=O)N/N=C(\C)c2cccs2)S(=O)(=O)c2ccccc2)cc1Cl	2%	nt	15%	nt	-8%	0%	-10%

An excerpt from above, limited to aGlu spleen mod and GAA inh.
molecule | aGlu spleen mod | GAA inh
CC1(C)C2C/C(=N\O)C(C)(/[N+]([O-])=C/c3cccc([N+](=O)[O-])c3)CC21 (centres undefined) | 1% | ?
COCCNC(=O)c1ccc(C)cc1C | 4% | 11%
Cc1cc(C)c(O)c(C2(O)C(=O)c3ccccc3C2=O)c1 | 0% | 0%

Going on with the list.
SMILES	GAA inh	HTT ATP protect	HttQ103 aggreg	LMNA splice mod	CBFb-RUNX1 inh	GAA glycogen mod	aGlu spleen mod
O=C(CCCCCn1c(=O)[nH]c2ccccc2c1=O)N1CCN(Cc2ccc3c(c2)OCO3)CC1	-1%	2%[10 µM]	13µM*	-13%	-2%	5%	2%
COC(=O)c1ccccc1Oc1ccc(NC(=O)CCCl)cc1	-4%	-22%	2%	7%[46 µM]	3%	0%	3%
Cc1ccc2c(c1)CCCN2C(=O)c1ccncc1	4%	-5%[0.074 µM]	-24%	-5%	6%	2%	8%
O=C(Nc1ccc2nc(C3CC3)n(Cc3ccc(F)cc3)c(=O)c2c1)c1ccco1	-17%	-2%[10 µM]	-14%	?	9%	-9%	-1%
O=C(CSc1nc2c(cnn2-c2ccc(F)cc2)c(=O)[nH]1)N1CCCc2ccccc21	-5%	14%	11%	-2%	-4%	-5%	-5%
Cc1cc(C(=O)N2CCC(C(=O)O)CC2)c(C)o1	-11%	4%[10 µM]	-5%[9.22 µM]	nt	-2%	10%	-1%
Cc1ccc2[nH]c(=O)c(CN(Cc3nnnn3C3CCCC3)C3CCCCC3)cc2c1	-1%	-12%[10 µM]	-11%	5%	11%	0%	0%
CN(Cc1nc2ccccc2c(=O)[nH]1)C(=O)c1ccc(S(=O)(=O)N(C)C)cc1	-5%	-13%	-3%[9.22 µM]	1%	-5%	2%	3%
C=CCc1cccc(/C=N/c2ncccc2O)c1O	-2%	14%	25%	-15%	-9%	?	-15%
O=C(NNc1nc2c(F)cc(F)cc2s1)c1ccccc1	9%	-25%	14%[9.22 µM]	?	6%	?	-11%
Cc1cccc(C2c3[nH]c4ccccc4c3CCN2Cc2cnn(-c3ccc(F)cc3)c2)n1 (centres undefined)	-5%	9%[10 µM]	17%[9.22 µM]	nt	9%	-7%	0%
O=[N+]([O-])c1c(Nc2ccccn2)cc(Cl)c2nonc12	nt	-15%[10 µM]	13%[9.22 µM]	nt	-26%	5%	-6%
COc1ccc(C2=NN(C(=O)c3cccs3)C(O)(C(F)(F)F)C2)cc1 (centres undefined)	-5%	-56%[inhibitor]	-18%	?	4%	-7%	-3%
CCOC(=O)c1cc2sccc2n1CC(=O)Nc1ccc2c(c1)OCCO2	-7%	16%[10 µM]	-4%	-3%	-1%	-1%	-13%
Cc1cccc2c1nc(-c1ccccc1)n1nnnc21	-3%	-4%	-18%	1%	2%	7%	-2%
CCOc1cc(NC(=S)NCC2CCCO2)c(OCC)cc1NC(=O)c1ccccc1 (centres undefined)	3%	4%[10 µM]	6%	-1%	1%	-17%	-14%
c1ccc(CCNc2nc(-c3ccncc3)cs2)cc1	?	-26%	?	nt	11%	3%	nt
CC(=O)N1CCN(c2ccccc2NC(=O)Cc2ccc(Cl)cc2)CC1	1%	-25%	-29%	14%[46 µM]	0%	-6%	-4%
Cc1ccc2[nH]cc(C(=O)CCl)c2c1	0%	0%[10 µM]	-17%	?	-3%	16%	5%
CCNC(=O)c1ccc2c(c1)C1C3CCC(C3)C1C(c1ccccc1)N2 (centres undefined)	-5%	1%[10 µM]	-13%	-18%	-14%	-9%	3%
CC(C)(C)C(=O)CSc1ncccn1	-9%	-32%[inhibitor]	-11%	nt	5%	0%	1%
COc1cc(NC(=O)c2cccs2)cc(OC)c1	4%	0%[10 µM]	-3%	-3%	7%	-2%	-4%
O=C(Nc1ccc(Cl)c(Cl)c1)Nc1nc(-c2ccccc2)cs1	5%	-7%[10 µM]	-7%	?	10%	-5%	-1%
CC(C)OC(=O)CN1C(=O)C(=O)c2ccccc21	0%	3%[10 µM]	-26%	-12%	4%	2%	-9%
Cc1nn(Cc2c(F)c(F)c(F)c(F)c2F)c(C)c1NC(=O)c1ccc(COc2ccc(F)cc2)o1	-5%	-72%[inhibitor]	-31%	9%	1%	-11%	-2%

Nothing new here: two of the compounds above.
SMILES	GAA inh	HTT ATP protect	HttQ103 aggreg	LMNA splice mod	CBFb-RUNX1 inh	GAA glycogen mod	aGlu spleen mod
CC(C)OC(=O)CN1C(=O)C(=O)c2ccccc21	0%	3%[10 µM]	-26%	-12%	4%	2%	-9%
Cc1nn(Cc2c(F)c(F)c(F)c(F)c2F)c(C)c1NC(=O)c1ccc(COc2ccc(F)cc2)o1	-5%	-72%[inhibitor]	-31%	9%	1%	-11%	-2%

Later entries
SMILES	GAA inh	HTT ATP protect	HttQ103 aggreg	LMNA splice mod	CBFb-RUNX1 inh	GAA glycogen mod	aGlu spleen mod
CNC(=O)/C=C1\NC(C)(C)Cc2c1ccc1ccccc21	0%	-11%	3%	11%	1%	-3%	3%
COCCn1c(C)cc(C(=O)COC(=O)c2n[nH]c3ccccc23)c1C	?	-3%[10 µM]	-9%	-14%	-6%	-4%	11%
Cc1ccc(-c2nnn(CC(=O)NCCc3ccc4c(c3)OCO4)n2)cc1	1%	11%[10 µM]	?	nt	13%	-13%	-3%
O=C(NC(=O)N1CCCc2ccccc21)c1ccccc1	-14%	-11%	-14%	nt	3%	-23%	nt
CCOC(=O)N1CCN(CCC(=O)Nc2ccc(C)cc2)CC1	-1%	-56%[inhibitor]	11%	1%	1%	8%	-12%
OCCN(CCO)Cc1csc2ccccc12	-4%	-20%[0.074 µM]	21%	0%	-2%	1%	0%
COc1cc(C=O)ccc1OCC(=O)N1CCCC1	?	-13%[10 µM]	-2%[9.22 µM]	26%[46 µM]	13%	14%	1%
O=C(O)/C(=C\c1ccc(Cl)cc1)c1ccc(F)cc1	-10%	10%	?	17%[46 µM]	-1%	2%	-11%
CCN(CC)CCn1c(SCC(=O)Nc2cccc(OC)c2)nc2c(sc3ccccc32)c1=O	-7%	-33%	-6%	nt	-4%	-1%	-2%
COC(=O)c1ccccc1NC(=O)CNC(=O)c1ccc(OC)c(OC)c1	10%	-15%	18%[9.22 µM]	nt	-3%	12%	3%

Assay outcomes: PubChem BioAssay, National Center for Advancing Translational Sciences (NCATS)
